SKKanGAS inh – blocks kanamycin growth of S. pyogenes SKKanGAS strain | BacTiter-Glo, 6 h | inhibition, % at 7.5 µM | hit rate 1.3% among 300,000;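 active = mean replicate score, as percent of positive control median, at least 50; inconclusive = mean below 50 but one replicate at or above 50; inactive = mean and every replicate below 50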;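 also: strain carries kanamycin resistance gene driven by streptokinase promoter and grows in 40 µg/ml kanamycin; loss of luminescence reflects streptokinase promoter inhibition or plain growth inhibition; 0% = median of DMSO wells and 100% = positive control at its reference dose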
Platelet DG rel – platelet dense granule release activity. human platelet-rich plasma, SFLLRN dense granule ATP release, luminescence. inhibition, %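 (compounds screened at 7.5 µM in platelet-rich plasma)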. hit rate 0.22% among 300,000. AID 1663;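 active = mean replicate score, as percent of positive control, at or above 50; inconclusive = mean below 50 but at least one replicate at or above 50; inactive = mean and every replicate below 50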
HIF act – HIF pathway transcriptional activation | hit rate 0.32% among 300,000 | U2OS HRE-luciferase reporter, luminescence; normalized: DMSO 0%, desferrioxamine 100% | activation, % at 7.5 µM (by protocol);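 active = mean activation of at least 10% of the iron chelator positive control signal, with at least half of replicates also reaching 10%; inconclusive = mean and replicate majority disagree about reaching 10%; inactive = mean and most replicates under 10%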
HSP90 refold inh – blocks HSP90-mediated luciferase refolding in reticulocyte lysate; Rabbit reticulocyte lysate, luciferase refolding luminescence, 3 h; hit rate 0.91% among 290,000; inhibition, % at 5.6 µM; AID 1789;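 active = inhibition above the screen-wide mean plus 3 SD, computed separately per campaign, cut at about 16% in these data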;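 also: 0% = DMSO wells and 100% = 60 µM geldanamycin wells; inhibitors lower the luminescence because luciferase stays unfolded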
IEC-6 cytotox – kills IEC-6 intestinal cells in KLF5 counter-screen. inhibition, % at 5 µM. IEC-6 cytotoxicity, luminescence viability. AID 1825. hit rate 0.78% among 290,000; in the data active = inhibition above about 22%;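 also: 0% = plate median of test compound wells and 100% = cytotoxic reference compound wells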
KLF5 inhibitor – kruppel-like factor 5 inhibition; inhibition, % at 5 µM; hit rate 0.23% among 290,000; DLD-1 KLF5 promoter-luciferase reporter, luminescence;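 active = inhibition above a per-plate limit of that plate's mean compound inhibition plus 3 SD, cut at about 60% in these data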;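 also: 0% = DMSO wells and 100% = LY294002 at 200 µM; higher means less KLF5 promoter-driven luciferase light; inactives centre near -14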
aSyn UTR inh – MLPCN primary screen, SNCA 5' untranslated region. alpha-synuclein 5'UTR reporter, inhibitor activity. inhibition, % (tested at 7.5 µM). hit rate 0.82% among 300,000. AID 1813; in the data active = inhibition above about 60%; inconclusive = no clear call, values can overlap the other calls;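 also: H4 neuroglioblastoma cells stably carrying SNCA 5'UTR luciferase fusion; 0% = DMSO wells and 100% = positive control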
HSF1 inhib – HSF1 inhibition | NIH3T3-HGL HSE-luciferase, MG132-induced, luminescence 8 h; active compounds read low | activity change, negative = inhibition, % at 7.5 µM (by protocol) | hit rate 0.77% among 300,000;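 active = more than half of replicate wells show activity change below -50%, luminescence cut by over half; inconclusive = some wells, but at most half, below -50%; inactive = no replicate well below -50%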;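 also: luciferase reports HSF-1 transcriptional activity via heat shock element; 0% = median of DMSO wells and -100% = zero luminescence signal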
AI-2 QS modul – modulators of Vibrio harveyi AI-2 quorum sensing system; Vibrio harveyi JMH597 AI-2 luminescence/OD600 ratio, 9 h; active compounds read low; strain lacks LuxN and CqsS sensors; 0 = neutral-control median; activity change, % at 7.5 µM; hit rate 0.4% among 300,000; AID 2094; in the data active = activity change below about -75%, passing the limit was not always enough; inconclusive = no clear call, values can overlap the other calls;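 also: luminescence divided by OD600 gain over 9 h not by final OD600 alone; inactives centre near 13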
HSF1 activator – increases HSF-1 driven luciferase reporter signal. NIH3T3-HGL HSF-1 luciferase reporter, MG132, 8 h; 100% = twice DMSO control signal. activation, % at 9 µM. hit rate 1.7% among 300,000;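 active = mean replicate activation of at least 50% with a set share of replicates each reaching 50%; inconclusive = only one of those two conditions met; inactive = mean below 50% and too few replicates reaching it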;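 also: 0% = median of the neutral control wells and 100% = twice that signal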
* = called active by the depositor; ? = inconclusive; · = no result given.

Start of the data: the first 13 records, ahead of the listing:
SMILES	SKKanGAS inh	Platelet DG rel	HIF act	HSP90 refold inh	IEC-6 cytotox	KLF5 inhibitor	aSyn UTR inh	HSF1 inhib	AI-2 QS modul	HSF1 activator
Cc1ccccc1C(=O)N=c1ccn(-c2nc3ccccc3nc2NS(=O)(=O)c2ccc(F)cc2)cc1	10	-1	-0.4	-2	-2	-16	12	1	27	-2
COc1cc(CCC(=O)OCC(=O)NC(=O)c2ccc(Cl)cc2)cc(OC)c1OC	-12	-8	-0.3	4	2	-6	-2	2	37	4
Cc1nc(-c2coc3c(CN(C)C)c(O)ccc3c2=O)cs1	5	-1	0.2	0	0	-40	-32	1	19	-4
COc1ccc(NCc2ccc([N+](=O)[O-])s2)cc1	2	-2	0.8	-4	-7	-30	-50	0	8	-5
O=C(Nc1ccc(F)cc1)c1cccnc1N1CCCCC1	0	-4	-0.4	0	0	-38	-19	0	24	0
Cc1ccc(-c2cc(C(=O)Nc3ccccn3)c3ccccc3n2)o1	-8	-3	0.2	3	8	-28	-16	4	21	-7
NNC(=O)C12CC3CC(C1)CC(n1ncnn1)(C3)C2	-2	0	-0.1	0	2	14	8	-3	2	-1
COc1cc(OC)c(CN2CCN(c3ccc(F)cc3)CC2)cc1Br	-17	1	0.0	0	-3	-32	-27	-42	23	-53
Cc1cc(OC(=O)c2c(Cl)cc(Cl)cc2Cl)nc(C)n1	8	1	-0.1	-1	3	8	-13	0	15	-4
CCSc1cc(N2CCCC2)nc(-c2ccccc2)n1	?	9	-0.3	1	-2	0	10	2	15	-2
c1ccc(-c2noc(CN3CCN(c4cnccn4)CC3)n2)cc1	-1	0	-0.1	-1	5	-10	-22	-8	10	4
Cn1c(SCC(=O)NCc2ccco2)nnc1-c1cccs1	4	-6	-8.5	1	-6	20	19	22	27	55*
Cn1cc(Cl)c(-c2n[nH]c(=S)n2C2CCCCC2)n1	1	-2	0.1	4	0	-28	-19	-3	28	-20

The listing (from the top)
SMILES	SKKanGAS inh	Platelet DG rel	HIF act	HSP90 refold inh	IEC-6 cytotox	KLF5 inhibitor	aSyn UTR inh	HSF1 inhib	AI-2 QS modul	HSF1 activator
Cc1ccccc1C(=O)N=c1ccn(-c2nc3ccccc3nc2NS(=O)(=O)c2ccc(F)cc2)cc1	10	-1	-0.4	-2	-2	-16	12	1	27	-2
COc1cc(CCC(=O)OCC(=O)NC(=O)c2ccc(Cl)cc2)cc(OC)c1OC	-12	-8	-0.3	4	2	-6	-2	2	37	4
Cc1nc(-c2coc3c(CN(C)C)c(O)ccc3c2=O)cs1	5	-1	0.2	0	0	-40	-32	1	19	-4
COc1ccc(NCc2ccc([N+](=O)[O-])s2)cc1	2	-2	0.8	-4	-7	-30	-50	0	8	-5
O=C(Nc1ccc(F)cc1)c1cccnc1N1CCCCC1	0	-4	-0.4	0	0	-38	-19	0	24	0
Cc1ccc(-c2cc(C(=O)Nc3ccccn3)c3ccccc3n2)o1	-8	-3	0.2	3	8	-28	-16	4	21	-7
NNC(=O)C12CC3CC(C1)CC(n1ncnn1)(C3)C2	-2	0	-0.1	0	2	14	8	-3	2	-1
COc1cc(OC)c(CN2CCN(c3ccc(F)cc3)CC2)cc1Br	-17	1	0.0	0	-3	-32	-27	-42	23	-53
Cc1cc(OC(=O)c2c(Cl)cc(Cl)cc2Cl)nc(C)n1	8	1	-0.1	-1	3	8	-13	0	15	-4
CCSc1cc(N2CCCC2)nc(-c2ccccc2)n1	?	9	-0.3	1	-2	0	10	2	15	-2
c1ccc(-c2noc(CN3CCN(c4cnccn4)CC3)n2)cc1	-1	0	-0.1	-1	5	-10	-22	-8	10	4
Cn1c(SCC(=O)NCc2ccco2)nnc1-c1cccs1	4	-6	-8.5	1	-6	20	19	22	27	55*
Cn1cc(Cl)c(-c2n[nH]c(=S)n2C2CCCCC2)n1	1	-2	0.1	4	0	-28	-19	-3	28	-20
Cc1ccccc1CNC1CCCCC1	5	0	0.2	-1	-4	-21	-4	-5	36	-7
O=C(NC12CC3CC(CC(C3)C1)C2)c1cccnc1Cl	0	4	-0.2	4	0	-42	3	-1	14	-12
COc1ccc(C(=O)N2CCc3cc(OC)c(OC)cc3C2)cc1OC	4	4	-0.4	0	-7	-3	23	-5	20	8
C=CCNC(=O)CN1C2CCCC1CC(NC(=O)c1ccccc1C)C2 (centres undefined)	-1	1	0.8	3	4	8	13	-2	-8	5
COc1ccc(C/C(C)=N/NC(=S)Nc2ccccc2F)cc1	15	-2	-1.5	36*	0	-121	-152	-64*	-12	-70
CCC(C)[C@H](NC(=O)NCc1ccc(Cl)cc1)C(=O)OC (some centres undefined)	0	7	-0.4	-2	1	-12	20	1	18	11
O=Cc1cn(-c2ccccc2)nc1-c1cc2cc(O)ccc2oc1=O	-13	-11	-0.3	5	5	-25	14	-4	-14	2
O=C(CNC(=O)c1ccccc1)OCc1nnc(-c2ccc(Cl)cc2)o1	-1	3	1.0	1	-2	-14	6	7	-4	1
C=CCn1c(SCC(=O)NC(=O)c2cccn2C)nc2ccccc2c1=O	8	6	0.2	0	0	1	8	3	6	0
CC(CN1CCCCCC1)C(=O)NN (centres undefined)	-6	3	-0.3	-3	-2	9	4	-12	3	17
CCCOC(=O)c1ccc(NC(=O)C(=O)NCCN(CC)CC)cc1	-1	-2	0.2	3	6	-5	10	-2	14	15
COc1ccccc1CC1CC(=O)N(c2cccc(Cl)c2C)C1=O (centres undefined)	8	-1	0.9	4	-2	1	-3	-2	-12	-9
N#CC1=C(SCc2ccccc2)NC(=O)CC1c1cccc(O)c1 (centres undefined)	7	-2	0.2	-1	-4	-5	-17	17	18	25
CC(=O)Nc1ccc(S(=O)(=O)N(C#N)c2nc(C)cc(C)n2)cc1	-14	-5	-11	2	-2	-6	-9	-42	12	-52
Cn1c(SCC(=O)NCc2ccc3c(c2)OCO3)nnc1-c1cc2ccccc2cc1O	-12	-7	-0.4	-2	5	-1	-6	2	9	8
CC(=O)c1cccc(S(=O)(=O)NC2CC2)c1	0	1	-0.1	-1	-10	-18	33	0	32	-10
COc1ccc(C2C(C(C)=O)=C(C)Nc3ncnn32)cc1[N+](=O)[O-] (centres undefined)	0	2	-14	-3	3	11	-8	2	15	3
CC(C)(C)C(=O)COC(=O)c1ccc(N)c([N+](=O)[O-])c1	-6	3	0.3	-1	4	-24	2	11	11	36
COC(=O)[C@@]1(Cc2ccc(F)cc2)[C@H]2c3cc(C(=O)N4CCCC4)n(CCCNc4ncc(C(F)(F)F)cc4Cl)c3C[C@H]2CN1C(=O)c1ccccc1	27	-2	-1.2	3	-7	0	18	1	12	3
COc1cccc(NC(=O)CSc2ccc3nnc(-c4ccccn4)n3n2)c1	1	-4	-0.2	1	0	-38	-6	-3	27	4
Cc1ccc2oc(=O)c3cnn(CC(=O)N(CCC(C)C)Cc4ccco4)c3c2c1	5	-1	0.1	1	0	-23	11	-4	17	-9
CCC(C)(C)NC(=O)CN(CCc1cccc(C)c1)C(=O)c1csnn1	9	5	0.0	-6	-12	6	-5	6	16	27
O=C(NC(c1ccccc1)c1ccccc1)C1(c2cccs2)CCOCC1	-3	-11	0.0	1	1	-18	12	1	26	1
Cc1sc2nc(SC3CCOC3=O)n(Cc3ccccc3)c(=O)c2c1C (centres undefined)	-6	-5	-0.2	2	-3	11	-1	2	8	4
CCC(C)NC(=O)C1c2ccccc2C(=O)N1Cc1ccccc1 (centres undefined)	2	3	-1.8	-4	0	-48	5	5	19	16
CCOc1ccc(S(=O)(=O)Nc2ccc(C(=O)NCC(c3ccco3)N3CCCCC3)cc2)cc1 (centres undefined)	0	0	-5.8	·	·	·	-13	5	33	-7
COc1ccc(C(=O)OCC(=O)c2c(N)n(C)c(=O)n(C)c2=O)cc1OC	12	-5	-0.7	0	1	-19	23	2	25	27
COc1ccc(CCNc2oc(COc3ccccc3F)nc2C#N)cc1	-14	-7	0.4	-2	6	-3	6	8	-5	32
Cc1cccc(C)c1OCC(=O)N(Cc1ccc(N(C)C)cc1)C1CCS(=O)(=O)C1 (centres undefined)	11	0	-0.1	-3	0	15	11	-1	18	3
Cc1nn(-c2cc(N3CCOCC3)ccc2[N+](=O)[O-])c(=O)c2ccccc12	-3	-3	-0.3	3	1	-16	27	-2	1	3
O=c1cc(NCC2CCCO2)[nH]c(=O)n1-c1ccc(Cl)cc1 (centres undefined)	1	7	·	2	3	-5	0	-16	6	-12
O=C(c1nc2ccccn2c1CNCCCn1cccn1)N1CCCC1	-7	27	-0.2	-3	-8	-20	4	-6	9	-12
COc1ccc(CNS(=O)(=O)c2ccc(-c3cnc(C4CC4)o3)cc2)cc1	-4	-26	0.4	-1	-2	4	-4	-8	16	3
Cn1c(NC(=O)C[n+]2cc(-c3ccc(F)cc3)n3c2CCC3)cc(=O)n(C)c1=O	-8	-12	-0.2	2	-2	8	2	-14	13	-26
CCc1ccc(NC(=O)CCc2c(C)nn(-c3ccc(N4CCCCC4)nn3)c2C)cc1	4	9	3.2	4	1	-40	-47	12	2	24
Cc1cc(NC(=O)C2CC(c3ccc(F)cc3)=NO2)no1 (centres undefined)	-6	6	0.0	4	1	-3	4	0	20	-2
COc1ccc(C(=O)NCc2cccnc2)cc1Br	6	7	-1.4	-1	5	-22	16	-1	-1	3
O=C(Cn1[nH]c(=O)c2ccccc2c1=O)Nc1cccnc1	-5	0	-0.1	1	2	-20	-23	-4	2	4
CC(=O)c1ccc(N2CCN(Cc3nc(Cc4ccccc4)no3)CC2)cc1	0	0	0.0	1	1	-11	13	-5	16	15
CCOC(=O)Cn1c(=O)oc2cc(S(=O)(=O)N(CCN(C)C)Cc3ccccc3)ccc21	0	3	-0.5	-2	4	12	-2	-6	9	-3
CN(Cc1ccccc1Cl)C(=O)c1cnccc1C(F)(F)F	-3	9	0.4	3	1	2	18	-9	8	-13
CCOC(=O)C1CCCN(Cc2nc(N)nc(Nc3ccc(OC)cc3)n2)C1 (centres undefined)	-1	0	-0.6	1	-2	-9	-11	-12	22	-18
CSc1nc2sc3c(c2c(=O)[nH]1)CC(C)(C)OC3	-1	9	-1.1	-3	-1	-31	-15	-4	7	1
CC(C)C(=O)Nc1nc2cc3c(cc2s1)OCCO3	10	4	-0.8	28*	-4	-75	-18	18	-1	-3
COc1ccc(-n2nc(C(=O)NCCCN3CCOCC3)c3ccccc3c2=O)c(OC)c1	1	-4	-0.5	-4	1	-17	-2	-5	12	-3
